Sm TGR inh – qHTS Assay for the Inhibitors of Schistosoma Mansoni Peroxiredoxins; Schistosoma mansoni thioredoxin glutathione reductase (TGR), Q962Y6; Potency, µM (highest dose often 114 µM), for inactives: top-dose activity change, negative = inhibition, most hits filed as inhibitors; AID 485364, 2010; purified TGR, DTNB reduction, TNB absorbance 405 nm; hit rate 3% among 360,000; further: potency means the concentration at half of the fitted maximal effect; on the % scale 0 is the no-effect control and ±100 the full control effect; nearly all actives have a fitted effect of over 60% in size
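Kinetic colorimetric format: TGR-catalysed, NADPH-driven DTNB reduction monitored via TNB absorbance. Enzyme dispensed at 20 nM; compound exposure 15 min at room temperature before reaction start.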
Pf growth 48h – Primary qHTS for delayed death inhibitors of the malarial parasite plastid, 48 hour incubation; hit rate 5.9% among 310,000; Potency, µM (titrated, usually from 28.7 µM), inactives show at the highest dose activity change, negative = inhibition, most hits filed as inhibitors; P. falciparum luciferase growth in erythrocytes, 48 h; AID 504832, 2011; further: potency means the concentration at half of the fitted maximal effect; on the % scale 0 is the no-effect control and ±100 the full control effect
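Luminescence readout; reporter = integrated firefly luciferase in P. falciparum. RBC culture at 2% hematocrit, 0.1% parasitemia final, 37 C/5% CO2; decreased signal taken as growth inhibition.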
Shiga inhibitor – A qHTS for Small Molecule Inhibitors of Shiga Toxin. Vero cells, Shiga toxin protein synthesis inhibition reporter. inhibition, % at 38.7 µM. hit rate 9.2% among 290,000; in the data active means inhibition mostly above about 28%, no sharp cut-off; inactive means mostly below about 43%; further: 0% is about no effect
FBPA Giardia inh – qHTS Assay for Inhibitors of Fructose-1,6-bisphosphate Aldolase from Giardia Lamblia. purified Giardia FBPA. Potency, µM (doses to about 59.6 µM), for the others: at the top dose activity, negative = inhibition, usual class: inhibitors. hit rate 0.71% among 290,000. A8B2U2; further: potency means the concentration at half of the fitted maximal effect; on the % scale 0 is the no-effect control and ±100 the full control effect; nearly all actives have a fitted effect of over 55% in size
Target sequence (A8B2U2 whole entry, looked up): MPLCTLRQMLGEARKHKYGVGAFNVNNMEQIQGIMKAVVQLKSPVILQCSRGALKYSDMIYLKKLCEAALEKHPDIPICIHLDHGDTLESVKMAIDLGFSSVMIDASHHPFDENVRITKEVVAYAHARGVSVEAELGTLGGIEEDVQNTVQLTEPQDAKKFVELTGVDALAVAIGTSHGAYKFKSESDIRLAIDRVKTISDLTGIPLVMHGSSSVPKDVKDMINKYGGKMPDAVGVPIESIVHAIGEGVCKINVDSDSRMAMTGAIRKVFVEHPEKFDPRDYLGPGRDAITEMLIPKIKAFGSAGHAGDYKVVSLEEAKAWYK
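Giardia FBPA (40 nM reagent) was preincubated 10 min at RT with compound (up to 57.5 uM final), then substrate plus GAPDH/TPI/NAD/arsenate coupling system with diaphorase/resazurin was added; resorufin fluorescence (525/598 nm) was read after 20 min.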
Pf growth 96h – Primary qHTS for delayed death inhibitors of the malarial parasite plastid, 96 hour incubation. hit rate 6.9% among 320,000. P. falciparum luciferase reporter growth, 96 h. Potency, µM (titrated, usually from 28.7 µM), for inactives: top-dose activity change, negative = inhibition, hits mostly inhibitors; further: potency means the concentration at half of the fitted maximal effect; on the % scale 0 is the no-effect control and ±100 the full control effect
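Two-generation exposure (96 h) targets delayed-death phenotype. Reporter parasites carrying integrated firefly luciferase, in red cells at 2% hematocrit and 0.05% parasitemia final, kept at 37 C, 5% CO2; luminescence loss indicates inhibition.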
CHX counter – Cycloheximide Counterscreen for Small Molecule Inhibitors of Shiga Toxin. max response, %. hit rate 12% among 300,000. cell reporter, cycloheximide protein synthesis inhibition counterscreen; in the data active means max response mostly above about 13%, no sharp cut-off; inactive means mostly below about 14%; further: read at 38.3 µM for the half of the compounds with a filed dose; 0% is about no effect
Starred values were filed as active, the others as inactive; ? = inconclusive; nt = not tested or not shown; [ ] = another dose, or the depositor's remark. Unless noted, the call rests on the fitted dose curve; in most records, active means well fitted curve in the direction sought with a large enough effect; inconclusive means small, poorly fitted or top-dose-only effect, or another doubt; inactive means no such curve, though single readings can be large; an effect the other way counts as inactive or inconclusive. Not a hit list (roughly 24% active in at least one column).

Start of the data: the first ten entries, ahead of the listing:
SMILES | Sm TGR inh | Pf growth 48h | Shiga inhibitor | FBPA Giardia inh | Pf growth 96h | CHX counter
CCc1cc2ccc(C)cc2nc1SCC(=O)Nc1c[nH]c(=O)[nH]c1=O | -16% | 5% | -7 | 3% | 42%[activator] | 1
CCc1ccc(-c2nc(SCC(=O)NC3CC3)n[nH]2)cc1 | -5% | -2% | nt | nt | 11% | nt
O=C(NC1CCCCC1)c1ccc(OC2CCN(Cc3ccccn3)CC2)cc1 | 0% | ? | -14 | nt | -5% | -2
O=C(COc1ccccc1)N1CCN(C(=O)c2ccccc2F)CC1 | -5% | -9% | -14 | 3% | -5% | -1
COc1ccc(Cl)cc1NC(=O)CN(C)C(=O)c1ccc(OCc2ccccc2)c(OC)c1 | 5% | ? | nt | nt | ? | nt
CCOc1ccc(C(=O)N2CCSC2=S)cc1 | -21% | 22% | 1 | 2% | -54% | -2
C=CCNC(=O)CC(=O)N/N=C/c1cccs1 | nt | 1% | -2 | 0% | ? | -2
COC(=O)CC1C(=O)NCCN1C(=O)CSc1nc2ccccc2s1 (stereo unspecified) | 2% | 8% | -3 | -2% | -22% | 1
Cc1cccc(-n2c(=S)[nH]c3c(oc4ccccc43)c2=O)c1 | 1% | 12% | 40 | 2% | -16% | 8.7*
COc1ccc(NC(=S)N(C(C)C)C2CCN(C(C)C)CC2)cc1Cl | -12% | -2% | -2 | 2% | ? | 7

Main list, from the start:
SMILES | Sm TGR inh | Pf growth 48h | Shiga inhibitor | FBPA Giardia inh | Pf growth 96h | CHX counter
CCc1cc2ccc(C)cc2nc1SCC(=O)Nc1c[nH]c(=O)[nH]c1=O | -16% | 5% | -7 | 3% | 42%[activator] | 1
CCc1ccc(-c2nc(SCC(=O)NC3CC3)n[nH]2)cc1 | -5% | -2% | nt | nt | 11% | nt
O=C(NC1CCCCC1)c1ccc(OC2CCN(Cc3ccccn3)CC2)cc1 | 0% | ? | -14 | nt | -5% | -2
O=C(COc1ccccc1)N1CCN(C(=O)c2ccccc2F)CC1 | -5% | -9% | -14 | 3% | -5% | -1
COc1ccc(Cl)cc1NC(=O)CN(C)C(=O)c1ccc(OCc2ccccc2)c(OC)c1 | 5% | ? | nt | nt | ? | nt
CCOc1ccc(C(=O)N2CCSC2=S)cc1 | -21% | 22% | 1 | 2% | -54% | -2
C=CCNC(=O)CC(=O)N/N=C/c1cccs1 | nt | 1% | -2 | 0% | ? | -2
COC(=O)CC1C(=O)NCCN1C(=O)CSc1nc2ccccc2s1 (stereo unspecified) | 2% | 8% | -3 | -2% | -22% | 1
Cc1cccc(-n2c(=S)[nH]c3c(oc4ccccc43)c2=O)c1 | 1% | 12% | 40 | 2% | -16% | 8.7*
COc1ccc(NC(=S)N(C(C)C)C2CCN(C(C)C)CC2)cc1Cl | -12% | -2% | -2 | 2% | ? | 7
Cc1cc(Nc2ncc(Cl)cc2Cl)n(-c2ccccn2)n1 | -2% | 6% | -23 | -2% | 6% | -1
Nc1c(-c2nn[nH]n2)cnn1-c1cc(Cl)cc(Cl)c1 | 0% | 13% | 1 | 6% | 26% | -3
CC(OC(=O)CCc1nc2ccccc2c(=O)[nH]1)C(=O)NCc1ccc2c(c1)OCO2 (stereo unspecified) | 7% | 8% | -30 | 1% | nt | -2
CCCCn1c(SCC(=O)N2CC(=O)Nc3ccccc32)nnc1-c1ccoc1C | -31% | ? | 15 | 6% | -2% | -1
CCC(=O)Nc1ccc2c(c1)OCCO2 | -2% | ? | 15 | 1% | 29% | 26
Cn1c(CC(=O)Nc2ccccc2)c(Sc2ccccc2)c2ccccc21 | 1% | ? | -4 | 2% | 8.3µM* | -3
CC(C)(C)c1ccc(S(=O)(=O)N2CCC(c3nc4ccc(Cl)cc4[nH]3)CC2)cc1 | -10% | 12µM* | 8 | -8% | -4% | 7
C/C=C\C(=O)Nc1cccc(C2=NOC3(C2)C[C@@H](C(N)=O)N(C(=O)c2ccc(OC)cc2)C3)c1 (stereo partly specified) | -5% | 32%[activator] | -5 | 1% | 46%[activator] | -5
Cc1nc(NCCc2ccccc2)c(C#N)c(C)c1[N+](=O)[O-] | 10% | ? | 2 | 1% | ? | 6
O=c1[nH]c(=O)n(CCc2ccccc2)c(O)c1C=NCCCn1ccnc1 | -14% | 1% | -27 | -2% | nt | -1
O=C(Nc1ccc(NC(=O)c2cccs2)cc1)c1ccc2ccccc2c1 | -8% | 31%[activator] | 24 | 6% | ? | 22
CC(CCc1ccccc1)NC(=O)c1ccc(NC(=O)c2ccccc2)cc1 (stereo unspecified) | 3% | ? | 2 | 0% | -13% | 1
Cc1cc(NS(=O)(=O)c2ccc(NC(=O)CN3C(=O)NC(C)(c4ccccc4)C3=O)cc2)nc(C)n1 (stereo unspecified) | -4% | 14% | nt | nt | 2% | nt
CCOC(=O)c1ccc(NC(=O)CCS(=O)(=O)Cc2ccccc2)cc1 | -1% | 26% | -13 | 0% | 44%[activator] | 5
Cc1ccc(C(=O)Nc2cccc(C(F)(F)F)c2)cc1NC(=O)c1nccn1C | -3% | 17% | -3 | -1% | 60%[activator] | -1
NC(=O)N/N=C(/CCCCCC/C(=N\NC(N)=O)c1ccccc1)c1ccccc1 | 16% | ? | -6 | -1% | ? | -2
CNc1ccccc1C(C)(C)c1cn(-c2ccc([N+](=O)[O-])cc2)nn1 | -17% | -18% | -4 | 7% | ? | -7
CCn1c(-c2ccccc2)c(C(=O)CC#N)c2ccccc21 | 7% | ? | -8 | 0% | ? | 1
CCOC(=O)N1CCC(C(=O)NNC(=O)c2ccc(Cl)cc2Cl)CC1 | -7% | 17% | -2 | nt | 10µM* | -12
CCOc1ccc(C2C(C#N)=C(N)N(N(C)C)C3=C2C(=O)CC(C)(C)C3)cc1 (stereo unspecified) | 0% | ? | 0 | -27% | 28% | 4
N#Cc1cccc(S(=O)(=O)Nc2c(NC3CCCCC3)c3ccccc3oc2=O)c1 | -2% | 21% | -11 | nt | ? | -10
CS(=O)(=O)N1CCN(C(=N)N[N+](=O)[O-])CC1 | -4% | 26% | -6 | 8% | ? | 8
CC(=O)N1c2ccc(S(=O)(=O)NCCC(=O)NC3CCC(C)CC3)cc2CC1C (stereo unspecified) | 4% | 6% | 9 | -2% | ? | -7
COC(=O)c1sccc1NC(=O)COc1ccc(Cl)cc1 | 3% | -1% | 9 | 1% | 8% | 18*
COc1ccccc1C(=O)NCC(=O)OCc1csc(-c2ccccc2)n1 | 2% | 44%[activator] | -29 | 0% | 68%[activator] | 12
COc1cccc(NC(=O)Nc2cc(NC(=O)Nc3cccc(OC)c3)c(C)nc2C)c1 | 6% | 22% | -5 | 2% | ? | 6
COc1ccc(/C=C2\SC(=S)N(CCC(=O)Nc3ccccc3C(=O)O)C2=O)cc1 | -8% | nt | 2 | 20% | 23% | -3
COc1ccc(-c2cc(C(F)(F)F)n3nc(C(=O)N4CCOCC4)nc3n2)cc1 | -12% | -16% | -10 | 1% | ? | -2
COc1ccc(CCNC(=O)COc2nsnc2N2CCOCC2)cc1OC | 4% | 1.9µM* | -6 | 7% | ? | -2
COc1ccc(Cn2c(=O)c3c(nc(NCCO)n3C)n(C)c2=O)cc1 | ? | 2% | -17 | 1% | -3% | -2
CSc1nc2nc(C(F)(F)F)cc(-c3ccccc3)n2n1 | -1% | nt | -5 | 3% | 2.9µM* | -1
O=C(CN1CCN(S(=O)(=O)c2ccc(Cl)cc2)CC1)NC1CCCC1 | 38%[activator] | 18% | -13 | nt | 6% | -3
C(=NC12CN3CN(CN(C3)C1)C2)c1cccnc1 | -8% | -14% | 9 | 5% | -6% | -1
COc1cc(CNCCc2ccc(S(N)(=O)=O)cc2)ccc1OCC(=O)N1CCCCC1 | -9% | 5% | -12 | -4% | 4.1µM* | -3
COc1ccc2nc(NC(=O)C3COc4ccccc4O3)sc2c1 (stereo unspecified) | -5% | nt | 77* | 0% | 292%[activator] | 30*
COc1cc(OC)cc(-c2c(C#Cc3ccsc3)c3cc(-c4ccc5[nH]ccc5c4)ccc3n2C)c1 | -4% | ? | nt | nt | ? | nt
CN(Cc1cccnc1)Cc1cn(Cc2ccccc2)nc1-c1ccc2c(c1)OCO2 | 0% | 0% | -13 | -2% | 27% | -3
COC(=O)C12CC3CC(C1)CC(n1cnc(Cl)n1)(C3)C2 | -1% | -2% | -2 | 2% | ? | -2
Cc1cccc(CCNC(=O)Cn2ncc3c([nH]c4ccccc43)c2=O)c1 | 7% | 5% | -8 | nt | ? | -3
COc1cccc2sc(N(CCN(C)C)C(=O)/C=C/c3cccs3)nc12 | 9% | -28% | -28 | 0% | ? | -14
COc1ccc(C(CNC(=O)CCC(=O)c2ccc(C)s2)N2CCOCC2)cc1 (stereo unspecified) | -24% | ? | nt | nt | ? | nt
O=C(N1CCN(c2ccccc2F)CC1)C1(S(=O)(=O)c2ccc(Cl)cc2)CC1 | -2% | 44%[activator] | 1 | 0% | ? | -2
COc1ccc(-c2csc(N3CCN(Cc4ccc5c(c4)OCO5)CC3)n2)cc1 | 6% | ? | -1 | -4% | -2% | -4
CCC(C)NC(=O)C1CCN(S(=O)(=O)c2ccc3nc4c(c(C(=O)O)c3c2)CCCCC4)CC1 (stereo unspecified) | -17% | 24% | 20 | 22% | 15% | -6
CCOC(=O)c1c(NC(=O)CSc2nc3cc(Cl)ccc3s2)sc(C(C)=O)c1C | 7% | -17% | -5 | 2% | 1% | -4
CCN1C(=O)N/C(=C/c2ccc(C)o2)C1=O | 35µM* | 23% | 12 | ? | 22% | 1
O=c1[nH]c(=O)c2nc3ccccc3nc2[nH]1 | 2% | 2% | nt | 3% | 5% | nt
CC(C)c1ccc(C2C3CSCC=C3C(C#N)=C(N)C2(C#N)C#N)cc1 (stereo unspecified) | 2% | nt | -7 | ? | ? | 1
CC(C)CN(C(=O)COC(=O)c1ccc(Br)o1)c1c(N)n(Cc2ccccc2)c(=O)[nH]c1=O | -7% | 6% | nt | nt | 11% | nt
COc1ccccc1NC(=O)CSc1nc(O)cc(=O)n1C | -4% | -17% | -19 | 2% | nt | -3

Next structures follow.
SMILES | Sm TGR inh | Pf growth 48h | Shiga inhibitor | FBPA Giardia inh | Pf growth 96h | CHX counter
COC(=O)[C@H](C)NC(=O)N1CCC(Cc2ccccc2)CC1 | 2% | -9% | 3 | -5% | 31%[activator] | -2
COc1ccc(/C=N/NC(=O)Cn2c(Cc3ccc(OC)c(OC)c3)nc3ccccc32)cc1 | 6% | -20% | -6 | -6% | -3% | -1
CN(C(=O)COC(=O)C1CCN(S(=O)(=O)c2ccc3c(c2)OCCO3)CC1)c1ccccc1 | 0% | -9% | nt | nt | -8% | nt
COc1ccc(N2CCN(C3CCCN(Cc4ccc(F)cc4)C3)CC2)cc1 (stereo unspecified) | 2% | -11% | -7 | -3% | ? | 2
Cc1cnc(NC(=O)CCCSc2nc3ccccc3s2)s1 | 2% | 0% | 31 | 2% | ? | -3

High-throughput results as filed in PubChem.
